Abeta yeast res = compounds reversing amyloid beta toxicity in yeast; Potency, µM (top dose mostly 46.1 µM), for the others: top-dose growth rescue, most hits filed as activators; hit rate 0.063% among 410,000; yeast expressing A-beta42, growth rescue, OD600, 48 h; response scale: 0% DMSO, 100% iron-clioquinol control; further: potency means the concentration at half of the fitted maximal effect; nearly all actives have a fitted effect of over 55% in size
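Yeast growth medium received pinned compounds, then yeast cells expressing toxic A-beta were added; plates incubated at 30 C for 48 hr. Growth read as absorbance at 600 nm, normalized to DMSO and equimolar FeCl3 plus clioquinol controls.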
GLP1R ag = agonists of human GLP-1 receptor; P43220; HEK293 GLP-1R CRE-luciferase, luminescence, 4-6 h; cells express a hypersensitive GLP-1R form; Potency, µM (titrated, usually from 45.6 µM), without a hit: at the highest dose activation, most hits filed as activators; hit rate 0.007% among 380,000; AID 624172; further: potency means the concentration at half of the fitted maximal effect; % of control where 0% means no effect
Target sequence (P43220 whole entry, looked up): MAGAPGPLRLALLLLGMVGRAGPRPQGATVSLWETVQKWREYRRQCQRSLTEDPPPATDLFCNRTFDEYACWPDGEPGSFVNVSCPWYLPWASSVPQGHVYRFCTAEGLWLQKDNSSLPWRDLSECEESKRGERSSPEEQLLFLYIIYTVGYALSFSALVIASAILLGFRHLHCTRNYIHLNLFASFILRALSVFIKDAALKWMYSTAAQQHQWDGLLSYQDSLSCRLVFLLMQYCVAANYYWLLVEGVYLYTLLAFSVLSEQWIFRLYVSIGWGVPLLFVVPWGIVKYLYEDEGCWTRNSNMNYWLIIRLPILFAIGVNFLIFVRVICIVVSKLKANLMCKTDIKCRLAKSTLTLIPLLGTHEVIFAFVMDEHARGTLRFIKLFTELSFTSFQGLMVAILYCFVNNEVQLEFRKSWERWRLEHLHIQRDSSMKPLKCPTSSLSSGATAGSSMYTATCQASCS
TDP43 rescue = inhibitors of TDP-43 toxicity in yeast; AID 652104; TDP-43 expressing yeast growth rescue, BacTiter-Glo, 24 h; Potency, µM (doses to about 46.1 µM), without a hit: top-dose growth rescue (activation), actives largely listed as activators; hit rate 1.8% among 410,000; further: potency means the concentration at half of the fitted maximal effect; % of control where 0% means no effect; nearly all actives have a fitted effect of over 50% in size
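Yeast cells expressing TDP-43 under galactose induction are exposed to compounds for 24 hr at 30 deg C. BacTiter-Glo luminescence measures growth, so protective compounds score as activators.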
GLP-1R inv ag = GLP-1 receptor (human) inverse agonism; P43220; HEK293 GLP-1R CRE-luciferase, luminescence, 24 h; GLP-1R form is constitutively active; Potency, µM (top dose mostly 38.3 µM), inactives show at the top dose activity change, negative = inhibition, most hits filed as inhibitors; hit rate 1.6% among 410,000; further: potency means the concentration at half of the fitted maximal effect; on the % scale 0 is the no-effect control and ±100 the full control effect; nearly all actives have a fitted effect of over 55% in size
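HEK293 cells stably co-expressing a cAMP-responsive luciferase reporter and constitutively active GLP-1R were seeded, incubated 12 h, then exposed to compounds for 24 h at 37 C. Luminescence was read 12 min after detection reagent; inverse agonists lower signal.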
pAkt inh = inhibitors of Akt phosphorylation; Neuro2A IGF-stimulated pAkt S473 HTRF, 20 min; active compounds read low; activity change, % for hits at 50 µM; hit rate 0.32% among 360,000; AID 651550; in the data active means activity change below about -80%; inconclusive means mostly about -51% to -80%; further: on the % scale 0 is the no-effect control and ±100 the full control effect
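Single-point screen (50 µM final compound) in Neuro2A cells stimulated 20 min with 6 nM IGF at 37 deg C. After lysis, Ser473-phosphorylated Akt read by HTRF (ex 330 nm, em 615/665 nm) as the 665/615 ratio.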
aSyn rescue = rescues yeast growth from alpha-synuclein toxicity. Yeast expressing alpha-synuclein, growth rescue, BacTiter-Glo, 24 h. Potency, µM (top dose mostly 46.1 µM), without a hit: at the highest dose growth rescue (activation), most hits filed as activators. hit rate 0.14% among 370,000. AID 652106; further: potency means the concentration at half of the fitted maximal effect; % of control where 0% means no effect; nearly all actives have a fitted effect of over 65% in size
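Galactose-induced alpha-syn yeast (OD600=0.02, raffinose-pregrown) + pinned cpd, 24 hr, 30 deg C; growth by BacTiter-Glo luminescence. Growth restoration scores as activation.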
DRD3 antagonist = antagonists of human D3 dopamine receptor; P35462; D3R cells, DiscoveRx beta-arrestin luminescence, antagonist mode; active compounds read low; max response, negative = inhibition, %; hit rate 2.5% among 360,000; in the data active means max response below about -50%; inconclusive means no clear call, values can overlap the other calls; further: on the % scale 0 is the no-effect control and ±100 the full control effect; mostly tested at two doses, the higher about 12 µM
Target sequence (P35462 whole entry, looked up): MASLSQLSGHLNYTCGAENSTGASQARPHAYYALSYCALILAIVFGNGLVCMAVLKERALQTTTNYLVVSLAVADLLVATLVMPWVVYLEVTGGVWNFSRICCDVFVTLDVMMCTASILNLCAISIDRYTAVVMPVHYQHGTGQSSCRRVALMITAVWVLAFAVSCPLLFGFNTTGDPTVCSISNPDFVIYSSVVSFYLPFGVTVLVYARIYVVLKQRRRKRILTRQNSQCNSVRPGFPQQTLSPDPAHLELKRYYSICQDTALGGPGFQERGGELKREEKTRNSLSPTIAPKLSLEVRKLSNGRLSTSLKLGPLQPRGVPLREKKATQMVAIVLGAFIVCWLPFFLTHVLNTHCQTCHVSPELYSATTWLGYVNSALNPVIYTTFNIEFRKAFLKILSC
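Cells plated overnight at 1500 cells/well, then exposed to library compounds with dopamine controls for 90 minutes at 37 degrees C. DiscoveRx reagent added for 30–60 minutes at room temperature; luminescence read, quantitative HTS format.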
PTHR1 ag = activates the human parathyroid hormone receptor PTHR1. Potency, µM (titrated, usually from 115 µM), without a hit: at the top dose activation, actives largely listed as activators. HEK293 GP2 PTHR1 cells, GloSensor cAMP luminescence, 1 h. AID 743266. hit rate 0.075% among 410,000; further: potency means the concentration at half of the fitted maximal effect; nearly all actives have a fitted effect of over 55% in size; some results filed as inactive show a strong effect at the top dose; inactives centre near -15; many of its hits are not listed in these tables
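HEK-293-derived GP2 cells expressing PTHR1 and a GloSensor cAMP reporter, 3,000/well, plated overnight, given luciferin plus IBMX (each 0.5 mM as added) for 1 h at 37 °C, then compound for 1 h at 37 °C. Luminescence was read after 15 min at room temperature.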
FUS yeast rescue = FUS proteinopathy suppression in yeast; AID 1347120; hit rate 0.24% among 390,000; Potency, µM (titrated, usually from 76.6 µM), for the others: at the top dose growth rescue (activation), most hits filed as activators; S. cerevisiae FUS-expressing, growth rescue, OD600, 24 h;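 further: potency means the concentration at half of the fitted maximal effect; plate controls were DMSO vehicle for no effect and reference control for full effect; nearly all actives have a fitted effect of over 55% in size; some results filed as inactive show a strong effect at the top dose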
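FUS-expressing yeast, raffinose-pregrown, induced in 2% galactose minimal medium at OD 0.005; compounds in a dilution series, 24hr at 30C. Growth restoration read as absorbance at 600 nm. CP55940 positive control, DMSO negative.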
Numbers without * were called inactive; i = inactive; ? = inconclusive; / = not tested or not shown; & = joins results of further samples; [ ] = another dose, or the depositor's remark. Unless noted, the call rests on the fitted dose curve; in most records, active means well fitted curve in the direction sought with a large enough effect; inconclusive means small, poorly fitted or top-dose-only effect, or another doubt; inactive means no such curve, though single readings can be large; an effect the other way counts as inactive or inconclusive.

SMILES	Abeta yeast res	GLP1R ag	TDP43 rescue	GLP-1R inv ag	pAkt inh	aSyn rescue	DRD3 antagonist	PTHR1 ag	FUS yeast rescue
C[C@H](CO)N1C[C@H](C)[C@@H](CN(C)Cc2ccc(Oc3ccccc3)cc2)Oc2c(NC(=O)c3ccncc3)cccc2C1=O	6.4%	9.8%	7.9%	?	i	-0.4%	?	i	5.5%
CCC(C)NC(=O)c1[nH]c(C)c(C(=O)OC)c1C (stereo unspecified)	30.5%	2.1%	22.3%	13.8%	i	2.7%	9.8	-28.8%	/
c1ccc(CNc2c3c(nc4ncnn24)CCC3)cc1	-2.4%	16.9%	-7.4%	51.0%[activator]	i	6.8%	-0.7	i	1.9%
Cc1cc(C)cc(N(CCC#N)C(=O)CN2C(=O)NC3(CCCC3)C2=O)c1	-3.1%	7.9%	-12.4%	32.9%[activator]	i	-3.1%	6.3	-8.5%	0.6%
Cc1ccc(-n2ncc3c(NCCCN4CCCC4=O)ncnc32)c(C)c1	2.3%	6.6%	-9.0%	-18.4%	i	-11.8%	-17.3	i	/
Cc1cccc(N2CCN(C(=O)CCn3c(=S)[nH]c4cc5c(cc4c3=O)OCO5)CC2C)c1 (stereo unspecified)	1.5%	-5.5%	-1.8%	2.7%	i	0.6%	-9.4	-92.4%[inhibitor][57.5 µM]	22.2%
CCc1nc(SCc2ccc(OCC(C)C)cc2)n[nH]1	-47.7%[inhibitor]	-3.6%	-49.0%[inhibitor]	?	i	-39.5%[inhibitor]	18.6	-36.6%[inhibitor]	-16.2%
CC(OC(=O)COc1ccccc1[N+](=O)[O-])C(=O)Nc1ccc(N2CCOCC2)cc1 (stereo unspecified)	4.6%	-1.6%	1.0%	18.8%	i	-2.8%	12.2	-13.1%	-10.8%
O=C1C=C(c2cccc(Br)c2)C[C@@H](c2ccc(Cl)cc2)C1	28.5%	18.8%	0.0%	-9.4%	i	8.4%	?	-13.7%	10.1%
CCn1cc(C(=O)N2CCCC2)c(=O)c2cc(S(=O)(=O)N3CCOCC3)ccc21	1.0%	-8.5%	3.6%	7.3%	i	-7.1%	3.1	i	16.6%
COc1cc2c(cc1OC)C(=O)N1[C@H]3c4cc(Cl)ccc4OC[C@@H]3[C@H](c3ccccc3)[C@]1(C)C(=O)N2	7.0%	2.0%	-31.7%[inhibitor]	?	i	-0.2%	4.6	-36.5%[inhibitor]	?
COc1ccccc1Cc1nc2ccccc2nc1SCC(=O)NCCc1ccccc1	-2.1%	-0.6%	14.3%	9.5%	/	/	/	-6.4%	30.7%
CCc1nnc(SCC(=O)Nc2cccc(C(F)(F)F)c2)c2cc3oc(C)cc3n12	-7.0%	/	0.0%	5.1%	/	/	/	i	-12.0%
CCc1cc2cccc(C)c2nc1SCC(=O)Nc1cc(C)on1	-0.5%	18.8%	4.0%	-0.1%	i	0.1%	-7.8	-17.7%	-8.1%
Cc1ccc(Cl)cc1NC(=O)COC(=O)Cn1cnc2c1c(=O)n(C)c(=O)n2C	-13.8%	-0.1%	-12.3%[9.22 µM]	47.2%[activator]	i	-1.0%	1.5	-2.9%	21.4%
CCOC(=O)c1cnc2c(ccc3ccccc32)c1Nc1ccc(OCC)cc1	-5.1%	/	26.0%	14.1%	/	/	/	i	1.7%
CCOc1ccc(S(=O)(=O)c2cn(C)c3cc(OC)c(OC)cc3c2=O)cc1	23.8%	1.4%	1.1%	16.2%	i	0.0%	6.9	i	19.5%
CCSc1nnc2c(n1)OC(c1ccc(C)s1)Nc1ccccc1-2 (stereo unspecified)	-44.5%[inhibitor]	/	7.0%	4.2%	/	/	/	-8.6%	-16.2%
O=C(Cn1c(-c2cscn2)nc2ccccc21)Nc1cc(F)ccc1F	0.2%	11.5%	-3.1%	0.0%	i	-5.2%	8.8	i	-7.8%
CCOC(=O)CC(=O)CSc1nc(-c2cccnc2)cc(C)c1C#N	10.8%	16.6%	25.0%	23.7%	i	-0.8%	31.2	i	9.5%
COc1ccc(CC(=O)NCc2ccc3c(c2)CCN3C(=O)c2ccc(Cl)cc2)cc1	-16.6%	/	-11.4%	2.1%	/	/	/	3.3%	-14.2%
Cc1nn(CCC(=O)N2CCN(S(=O)(=O)c3ccccc3)CC2)c(C)c1C	-1.8%	2.7%	14.7%	-8.9%	i	-2.8%	6.8	-2.8%	-15.4%
CNC(=O)N(O)C1N(/N=C/c2ccccc2O)C(=S)SC1(C)C (stereo unspecified)	-3.1%	6.9%	-6.4%	-8.5%	i	0.1%	3.3	i	5.3%
COc1ccc(CNC(=O)CCNS(=O)(=O)c2cccc3nsnc23)cc1	-0.3%&-3.2%	8.0%&-2.1%	-2.0%&15.6%	-4.7%&1.5%	i	8.0%	-6.0	-9.7%&-19.5%	5.9%&-2.1%
Cc1ccc(S(=O)(=O)NN=C2CC(C)(C)OC2(C)C)cc1	2.2%	6.6%	11.8%	6.9%	i	-5.1%	-15.2	i	-7.6%
COCCCNC(=O)[C@H](Cc1c[nH]c2ccccc12)NC(=O)OCc1ccccc1	11.3%	4.5%	2.1%	-14.6%	i	-2.9%	8.0	-18.8%	1.7%
Cc1[nH]c(=O)[nH]c(=O)c1S(=O)(=O)NCC12CC3CC(CC(C3)C1)C2	4.9%	-0.2%	4.2%	0.0%	i	-12.3%	9.5	-2.5%[57.5 µM]	-1.9%
CC1(C)CC(=O)C=C(Nc2ccccc2C#N)C1	10.7%	-6.5%	22.6%	8.1%	i	0.7%	9.4	-28.8%	-11.2%
O=C(CNC(=O)C1COc2ccccc2O1)N/N=C/c1ccc(O)cc1O (stereo unspecified)	9.7%	-6.4%	24.1%	17.3%	i	0.5%	24.4	i	/
O=C(CSc1ccc(-c2ccccn2)nn1)Nc1ccc(F)c(F)c1	-7.7%&-28.3%	-0.7%	12.6µM*	-2.9%&4.7%	i	2.0%	0.2	-46.2%&-39.8%	18.8%&-22.3%
Cc1c(C)n(C)c2ccc(C(=O)NCCCN3CCCCC3)cc12	-8.0%&-15.4%	-2.0%	-24.2%&-17.2%	?	i	-11.1%	2.1	8.0%	27.9%&4.5%
COc1ccc(CNCCS(=O)(=O)NC2CCCCC2)cc1	3.1%	5.9%	10.2%	-0.3%	i	3.6%	-52.7*	-32.0%[inhibitor]	-31.2%
Cc1sccc1/C=N/NC(=O)c1cccc2ccccc12	-2.1%	-15.2%	15.9%	-7.3%	i	-0.3%	-20.2	i	/
COC(=O)c1cc(OC)c(OC)c(OC)c1[N+](=O)[O-]	-3.5%	16.3%	5.1%	8.9%	i	-0.7%	2.4	i	8.9%
CC(=O)c1ccc(NC(=O)/C=C/c2ccc(C)cc2)cc1	-19.3%	5.6%	-12.1%	-6.7%	i	-15.5%	-13.1	-67.3%[inhibitor]	/
Cc1ccc(S(=O)(=O)N2CCN(C(=O)CSC(=S)N3CCCC3)CC2)c(C)c1	?	4.0%	?	?	i	7.1%	-13.8	-83.4%[inhibitor]	29.8%
CCc1[nH]nc(C(=O)N2CCCC(N3CCN(c4ccccc4C)CC3)C2)c1C (stereo unspecified)	0.0%	8.5%	-19.9%	?	i	1.2%	-27.3	-24.7%	/
CCOC(=O)CC(=O)CSc1nc2sc(C)cc2c(=O)n1Cc1ccco1	8.0%	-1.7%	7.0%	5.6%	i	2.9%	7.2	-7.3%[57.5 µM]	23.2%
CSCCC(NS(=O)(=O)c1ccc(Cl)cc1)C(=O)OCC(=O)c1c(C)[nH]c2ccccc12 (stereo unspecified)	0.0%	-3.7%	7.2%	?	i	8.5%	8.2	-39.2%[inhibitor]	/
C=CCn1cc(C(=O)OC)c(=O)c2cc(S(=O)(=O)N3CCC(C)CC3)ccc21	0.1%	-4.1%	-11.4%	0.0%	i	0.0%	-14.1	i	40.2%
CS(=O)(=O)Nc1cccc(NC(=O)C2Cc3c(-c4ccccc4)ccnc3O2)c1 (stereo unspecified)	-17.5%	15.1%	19.6%	0.891µM*	i	0.4%	-24.7	-0.5%	2.5%
CC(C)N(CC#CC(O)(c1ccccc1)c1ccccc1)CCO	6.0%	-0.1%	24.6%	-34.9%	i	-1.0%	0.0	i	/
CONC(=O)c1cc(OCC(F)(F)F)ccc1OCC(F)(F)F	5.7%	-0.2%	22.3%	-1.7%	i	-5.7%	15.6	i	-10.5%
O=C(O)c1cccc(Nc2c3ccccc3nc3ccccc23)c1	-56.8%[inhibitor]	-1.1%	4.6%	8.7%	i	-32.8%[inhibitor]	22.1	-28.4%	-13.8%
COc1ccc(C)cc1Nc1cc(C)nc(C)n1	0.7%	/	22.4%	3.7%	/	/	/	i	-5.7%
CCc1ccc(N2C(=O)C3ON(c4ccccc4)C(c4ccco4)C3C2=O)cc1 (stereo unspecified)	14.3%	-22.1%	9.5%	2.8%	i	10.3%	4.8	-21.4%	-5.0%
COCCOC(=O)c1c(NC(=O)CSc2cccc[n+]2[O-])sc(C(N)=O)c1C	-17.6%	4.5%	-9.1%	5.7%	i	-4.5%	4.6	i	4.2%
COCc1[nH]nc2c1C(C1C=CCCC1)C(C#N)=C(N)O2 (stereo unspecified)	5.4%	-10.6%	-16.1%	20.3%	i	-0.7%	-18.5	?	10.1%

Shown as a hit in DRD3 antagonist, of those listed so far:
| smiles | GLP1R ag | pAkt inh | DRD3 antagonist | PTHR1 ag | FUS yeast rescue |
| --- | --- | --- | --- | --- | --- |
| COc1ccc(CNCCS(=O)(=O)NC2CCCCC2)cc1 | 5.9% | i | -52.7* | -32.0%[inhibitor] | -31.2% |

The list is partial; the hit share may differ from the screen's.
